NFkB binder: binders of NF-kB p50 subunit, primary screen, biochemical, small molecule microarray, anti-His fluorescence; calls only; AID 624139, 2012; anti-His fluorescence binding; Nuclear factor NF-kappa-B p105 subunit (Homo sapiens), P19838; actives 1.3% (n = 17,000);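 active means spot fluorescence over background significantly raised, with a chance value under 7% in all four replicate spots of the compound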;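 further: probe protein is his-tagged human p50 processed subunit at 1 µg/ml; raw spot fluorescence signals with no normalization applied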
Target sequence (P19838 1-433 limits assumed): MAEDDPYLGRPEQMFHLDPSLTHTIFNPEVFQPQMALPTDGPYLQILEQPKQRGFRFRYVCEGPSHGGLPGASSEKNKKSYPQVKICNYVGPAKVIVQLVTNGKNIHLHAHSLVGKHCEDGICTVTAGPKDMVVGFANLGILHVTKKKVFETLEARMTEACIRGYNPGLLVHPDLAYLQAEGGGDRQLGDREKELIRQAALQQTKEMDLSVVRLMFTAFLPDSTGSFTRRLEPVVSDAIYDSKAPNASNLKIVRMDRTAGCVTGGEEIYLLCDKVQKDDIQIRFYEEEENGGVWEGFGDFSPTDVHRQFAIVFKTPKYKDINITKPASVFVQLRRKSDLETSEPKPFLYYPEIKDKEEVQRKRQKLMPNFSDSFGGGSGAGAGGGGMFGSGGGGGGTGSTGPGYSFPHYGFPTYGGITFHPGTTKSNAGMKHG
Calls only; i = inactive; + = active, no number. This is a subset, so the mix of outcomes need not match the whole.

SMILES	NFkB binder
CCC(C)CCCCCCCCC1CC(=O)NC(CCC(N)=O)C(=O)NC(CC(C)C)C(=O)NC(CC(C)C)C(=O)NC(C(C)C)C(=O)NC(CC(=O)O)C(=O)NC(CC(C)C)C(=O)NC(C(C)C)C(=O)O1 (configuration not stated)	i
O=C(CSc1nnc(-c2ccccc2)n1-c1ccccc1)Nc1ccc(Br)cc1	i
Cc1noc(C)c1S(=O)(=O)Nc1ccc2c(c1)C(=O)N([C@H](C)CO)C[C@H](C)[C@@H](CN(C)C(=O)c1ccncc1)OCCCC[C@H](C)O2	i
C[C@@H]1CCCCO[C@@H](CN(C)C(=O)Nc2ccccc2)[C@@H](C)CN([C@H](C)CO)C(=O)c2cc(N(C)C)ccc2O1	i
Cc1noc(C)c1NC(=O)N(C)C[C@H]1OCCCC[C@H](C)Oc2ccc(NS(=O)(=O)c3cccs3)cc2C(=O)N([C@@H](C)CO)C[C@@H]1C	i
CN(C)CCCCNC(=O)[C@@H]1C[C@@H]2C(=O)N[C@@H](Cc3ccccc3)C(=O)N2[C@@H]1c1ccc(O)cc1	i
Cc1noc(C)c1S(=O)(=O)N(C)C[C@H]1OCCCC[C@@H](C)Oc2ccc(NC(=O)NC3CCCCC3)cc2C(=O)N([C@@H](C)CO)C[C@H]1C	i
COC(=O)Cc1c(/C(Cl)=C/C(=O)O)oc2cc(C)cc(O)c2c1=O	i
O=C(NCCCN1CCOCC1)c1cccnc1	i
O=C1O[C@@H](c2ccccc2)[C@@H](c2ccccc2)N2[C@@H](c3ccccc3OCCO)[C@]3(C(=O)Nc4ccc(C#CCCO)cc43)[C@@H](C(=O)Nc3nc4ccccc4s3)[C@H]12	i
CNC[C@H]1OCCCC[C@@H](C)Oc2ccc(NC(=O)Nc3cccc4ccccc34)cc2C(=O)N([C@@H](C)CO)C[C@H]1C	i
C[C@@H]1CCCCO[C@H](CN(C)C)[C@H](C)CN([C@H](C)CO)C(=O)c2cc(NC(=O)Nc3ccc4c(c3)OCO4)ccc2O1	i
COc1ccc(CN(C)C[C@H]2Oc3c(NC(=O)c4cc(C)nn4C)cccc3C(=O)N([C@H](C)CO)C[C@@H]2C)cc1	i
O=C1O[C@H](c2ccccc2)[C@H](c2ccccc2)N2[C@H]1[C@@H](C(=O)N1CCN(c3ncccn3)CC1)[C@]1(C(=O)Nc3ccccc31)[C@H]2c1ccccc1OCCO	i
C[C@H]1CN([C@@H](C)CO)C(=O)c2cccc(NC(=O)C3CCOCC3)c2O[C@H]1CN(C)S(=O)(=O)c1cn(C)cn1	i
Cc1ccc(S(=O)(=O)N(C)C[C@@H]2OCCCC[C@H](C)Oc3ccc(NC(=O)CCC(F)(F)F)cc3C(=O)N([C@H](C)CO)C[C@H]2C)cc1	i
O=C1O[C@@H](c2ccccc2)[C@@H](c2ccccc2)N2[C@@H](c3ccccc3OCCO)[C@]3(C(=O)Nc4ccc(C#CC5=CCCCC5)cc43)[C@@H](C(=O)N3CCCCCCC3)[C@H]12	i
C[C@@H]1CCCCO[C@@H](CN(C)C(=O)Cc2ccccc2)[C@H](C)CN([C@H](C)CO)C(=O)c2cc(NS(C)(=O)=O)ccc2O1	i
C[C@@H]1CN([C@H](C)CO)C(=O)c2cccc(N(C)C)c2O[C@@H]1CN(C)Cc1ccc(C(=O)O)cc1	i
CC1CC(OC(=O)C(O)c2ccccc2)CC(C)(C)N1C (configuration not stated)	i

Laid out differently: five of the compounds above
| molecule | NFkB binder |
| --- | --- |
| CN(C)CCCCNC(=O)[C@@H]1C[C@@H]2C(=O)N[C@@H](Cc3ccccc3)C(=O)N2[C@@H]1c1ccc(O)cc1 | i |
| Cc1noc(C)c1S(=O)(=O)N(C)C[C@H]1OCCCC[C@@H](C)Oc2ccc(NC(=O)NC3CCCCC3)cc2C(=O)N([C@@H](C)CO)C[C@H]1C | i |
| COC(=O)Cc1c(/C(Cl)=C/C(=O)O)oc2cc(C)cc(O)c2c1=O | i |
| O=C(NCCCN1CCOCC1)c1cccnc1 | i |
| O=C1O[C@@H](c2ccccc2)[C@@H](c2ccccc2)N2[C@@H](c3ccccc3OCCO)[C@]3(C(=O)Nc4ccc(C#CCCO)cc43)[C@@H](C(=O)Nc3nc4ccccc4s3)[C@H]12 | i |

(next part)
SMILES	NFkB binder
O=C(Cn1cnc2sc(-c3ccccc3)cc2c1=O)Nc1ccccc1	i
C[C@@H]1CN([C@@H](C)CO)C(=O)Cc2cc(N(C)C)ccc2O[C@@H]1CN(C)S(=O)(=O)c1cn(C)cn1	i
C[C@H](CO)N1C[C@H](C)[C@@H](CN(C)C(=O)Nc2ccccc2)Oc2c(NS(C)(=O)=O)cccc2C1=O	i
Cc1noc(C)c1NC(=O)N(C)C[C@H]1Oc2c(NC(=O)Nc3ccc(C(F)(F)F)cc3)cccc2C(=O)N([C@H](C)CO)C[C@@H]1C	i
COc1c2c(cc3occ(-c4ccc5c(c4)OCO5)c(=O)c13)OC(C)(C)C=C2	i
CC(C)NC(=O)N(C)C[C@@H]1Oc2c(NC(=O)C3CCOCC3)cccc2C(=O)N([C@@H](C)CO)C[C@H]1C	i
CSc1ccccc1NC(=O)CN(Cc1ccccc1)S(C)(=O)=O	i
C[C@H]1CN([C@@H](C)CO)C(=O)Cc2cc(NC(=O)NC3CCCCC3)ccc2O[C@H]1CN(C)S(=O)(=O)c1ccc(Cl)cc1	i
CCCCCCCCNC(=O)C(Cc1ccc(OCc2ccncc2)cc1)NC(=O)C1CCC(CN)CC1 (configuration not stated)	i
O=c1[nH]c2cc([N+](=O)[O-])c([N+](=O)[O-])cc2[nH]c1=O	i
C[C@H]1CN([C@@H](C)CO)C(=O)c2cc(N(C)C)ccc2O[C@H]1CN(C)Cc1ccncc1	i
COc1ccc([N+](=O)[O-])cc1NC(=O)c1cc(-c2ccccn2)nc2ccc(C)cc12	i
C[C@H](CO)N1C[C@H](C)[C@H](CN(C)Cc2ccc(C(F)(F)F)cc2)Oc2ccc(N(C)C)cc2CC1=O	i
C[C@@H]1CN([C@@H](C)CO)C(=O)Cc2cc(NC(=O)Cn3cnnn3)ccc2O[C@@H]1CN(C)C	i
NS(=O)(=O)c1ccc(NC(=O)CN2CCN(Cc3ccccc3)CC2)cc1	i
CS(=O)(=O)N(CC(=O)Nc1cc(Cl)ccc1Cl)c1ccc(I)cc1	i
O=C(NCc1nc2ccccc2[nH]1)C1=C[C@@H](c2coc3ccccc3c2=O)C[C@@H](OCc2ccc(CO)cc2)O1	i
C[C@@H]1CN([C@@H](C)CO)C(=O)Cc2cc(NS(=O)(=O)c3cccs3)ccc2O[C@@H]1CN(C)C(=O)Nc1ccc(F)cc1	i
Cc1ccc(S(=O)(=O)NCCSc2nncn2C)cc1	i
O=C(NCc1cccnc1)C(=O)Nc1ccccc1F	i

The last three records of the section above come first, to join the parts.
SMILES	NFkB binder
C[C@@H]1CN([C@@H](C)CO)C(=O)Cc2cc(NS(=O)(=O)c3cccs3)ccc2O[C@@H]1CN(C)C(=O)Nc1ccc(F)cc1	i
Cc1ccc(S(=O)(=O)NCCSc2nncn2C)cc1	i
O=C(NCc1cccnc1)C(=O)Nc1ccccc1F	i
C[C@H]1CCCCO[C@H](CN(C)C(=O)CCC(F)(F)F)[C@@H](C)CN([C@@H](C)CO)C(=O)c2cc(NC(=O)c3ccncc3)ccc2O1	i
C[C@H](CO)N1C[C@H](C)[C@@H](CN(C)S(=O)(=O)c2cn(C)cn2)Oc2c(NC(=O)C3CCOCC3)cccc2C1=O	i
C[C@H](CO)N1C[C@H](C)[C@@H](CN(C)C(=O)CCCN(C)C)OCCCC[C@H](C)Oc2ccc(NC(=O)Nc3ccc(C(F)(F)F)cc3)cc2C1=O	i
C[C@@H]1CN([C@H](C)CO)C(=O)c2cc(NS(=O)(=O)c3cccs3)ccc2O[C@@H]1CN(C)C(=O)Nc1ccc(F)cc1	i
CC(=O)COc1cc(OCC(C)=O)c2c(C)cc(=O)oc2c1	i
C[C@@H]1CN([C@H](C)CO)C(=O)Cc2cc(NC(=O)Cc3ccccc3)ccc2O[C@H]1CN(C)C(=O)NC1CCCCC1	i
COCCOC(=O)N1C(=O)[C@@]2(c3ccccc31)[C@H](C(N)=O)[C@H]1C(=O)O[C@H](c3ccccc3)[C@H](c3ccccc3)N1[C@@H]2c1ccccc1OCCO	i
Cc1ccc(Cl)cc1NC(=O)CC(C(=O)O)N(C)C (configuration not stated)	i
S=C(NCc1ccco1)Nc1cccnc1	i
C[C@H](CO)N1C[C@H](C)[C@H](CN(C)Cc2ccc3c(c2)OCO3)Oc2c(NS(=O)(=O)c3ccc(Cl)cc3)cccc2C1=O	i
O=C(NCc1ccccn1)c1ccc(Cl)c(S(=O)(=O)N2CCOCC2)c1	i
CCCn1c(=O)c2[nH]c(-c3ccc(OCC(=O)Nc4ccc(C#N)cc4)cc3)nc2n(CCC)c1=O	i
Cc1ccc(/C=C2/CNC/C(=C\c3ccc(C)cc3)C2=O)cc1	i
C[C@@H]1CCCCO[C@@H](CN(C)S(=O)(=O)c2cn(C)cn2)[C@H](C)CN([C@H](C)CO)C(=O)c2cc(NS(=O)(=O)c3cn(C)cn3)ccc2O1	i
C[C@@H]1CCCCO[C@H](CN(C)S(=O)(=O)c2ccc(Cl)cc2)[C@H](C)CN([C@H](C)CO)C(=O)c2cc(NS(=O)(=O)c3ccc(F)cc3)ccc2O1	i
COc1ccc(NC(=O)C2(c3ccc(NC(=O)c4ccc(OC(C)=O)cc4)cc3)CCCC2)cc1	i
O=S(=O)(NCc1cccnc1)c1ccc(Cl)c(Cl)c1Cl	i
C[C@H](CO)N1C[C@H](C)[C@H](CN(C)C(=O)Nc2cccc3ccccc23)Oc2c(NC(=O)NC3CCCCC3)cccc2C1=O	i
C[C@H]1CCCCO[C@@H](CN(C)Cc2ccc(C(=O)O)cc2)[C@@H](C)CN([C@@H](C)CO)C(=O)c2cc(NS(C)(=O)=O)ccc2O1	i
COc1ccc(C(=O)NCCNc2ccc([N+](=O)[O-])cc2C(F)(F)F)cc1	i
COc1cc2c(cc1OC)CN(C(=O)[C@@H]1[C@H]3C(=O)O[C@H](c4ccccc4)[C@H](c4ccccc4)N3[C@H](c3ccccc3OCCO)[C@@]13C(=O)Nc1ccc(C#CC4(O)CCCCCC4)cc13)CC2	i
C[C@@H]1CCCCO[C@H](CN(C)C(=O)C2CCCCC2)[C@@H](C)CN([C@@H](C)CO)C(=O)c2cc(NC(=O)c3ccncc3)ccc2O1	+
C[C@@H]1CN([C@H](C)CO)C(=O)CCCn2nncc2CO[C@H]1CN(C)S(=O)(=O)c1ccc(Cl)cc1	i
C[C@@H]1CN([C@H](C)CO)C(=O)Cc2cc(NC(=O)NC3CCCCC3)ccc2O[C@@H]1CN(C)S(=O)(=O)c1ccccc1	i
COc1ccc(CN(C)C[C@H]2Oc3ccc(NC(=O)CCC(F)(F)F)cc3C(=O)N([C@H](C)CO)C[C@H]2C)cc1	i
C[C@@H]1CN([C@@H](C)CO)C(=O)CCCn2cc(nn2)CO[C@H]1CN(C)S(=O)(=O)c1cccs1	i
C[C@@H]1CN([C@@H](C)CO)C(=O)c2cccc(NC(=O)C3CCOCC3)c2O[C@@H]1CN(C)Cc1ccc(Oc2ccccc2)cc1	i
C[C@H](CO)N1C[C@H](C)[C@H](CN(C)C)OCCCC[C@H](C)Oc2ccc(NS(C)(=O)=O)cc2C1=O	i
CC(C)(C)[C@@H]1C=C(C(=O)N2CCN(Cc3ccccc3)CC2)O[C@H](OCCCCO)C1	i
C[C@@H]1CN([C@H](C)CO)C(=O)Cc2cc(NC(=O)Cc3ccccc3)ccc2O[C@@H]1CN(C)Cc1ccc(C(F)(F)F)cc1	i
COc1ccc(S(=O)(=O)N(C)C[C@H]2Oc3ccc(NC(=O)Nc4ccc(C(F)(F)F)cc4)cc3C(=O)N([C@H](C)CO)C[C@H]2C)cc1	i
O=C(OC(C(=O)NCc1ccccc1)c1ccco1)c1ccccc1 (configuration not stated)	i
C/C=C1/CN[C@H]2Cc3c([nH]c4ccccc34)C(=O)C[C@H]1C2C(=O)OC (some centres not stated)	i
COc1cc2c(c(O)c1OC)C(=O)CC(c1ccc(O)cc1)O2 (configuration not stated)	i
C[C@H]1CN([C@@H](C)CO)C(=O)Cc2cc(NC(=O)C3CC3)ccc2O[C@@H]1CN(C)CC1CC1	i
C[C@H](CO)N1C[C@H](C)[C@H](CN(C)S(=O)(=O)c2ccc(C#N)cc2)Oc2ncc(C#CC(C)(C)O)cc2C1=O	i
C[C@H](CO)N1C[C@H](C)[C@H](CN(C)Cc2ccncc2)Oc2ccc(NC(=O)Nc3ccc(C(F)(F)F)cc3)cc2CC1=O	i
C[C@@H]1CN([C@@H](C)CO)C(=O)c2cc(NC(=O)NC3CCCCC3)ccc2O[C@@H]1CN(C)S(=O)(=O)c1ccccc1	i
CCOC(=O)CSc1nc(-c2ccccc2)nc2sc3c(c12)CCCC3	i
COc1ccc(S(=O)(=O)N(C)C[C@H]2Oc3ccc(NC(=O)Nc4c(C)noc4C)cc3C(=O)N([C@H](C)CO)C[C@@H]2C)cc1	i
C[C@H](CO)N1C[C@H](C)[C@H](CN(C)C(=O)Nc2ccc(C(F)(F)F)cc2)Oc2ccc(NC(=O)C3CC3)cc2CC1=O	i
Cc1ccc(C)c(NC(=O)CCCN2C(=O)c3ccccc3C2=O)c1	i
Cc1cccc(N(C)C(=S)Oc2ccc3ccccc3c2)c1	i
CN1C(=O)C(O)(CC(=O)c2ccccn2)c2cc(Br)ccc21 (configuration not stated)	i
COc1ccc(CN(C)C[C@H]2Oc3ccc(NS(=O)(=O)c4ccc(OC)cc4)cc3CC(=O)N([C@H](C)CO)C[C@H]2C)cc1	i
O=C(C1=C[C@@H](c2csc3ccccc23)C[C@@H](OCc2ccc(CO)cc2)O1)N1CCN(Cc2ccc3c(c2)OCO3)CC1	i
Cc1noc(C)c1S(=O)(=O)Nc1cccc2c1O[C@H](CN(C)S(=O)(=O)c1cn(C)cn1)[C@H](C)CN([C@@H](C)CO)C2=O	i
CCc1c(C)sc(NC(=O)c2cc(-c3cccnc3)nc3ccc(Cl)cc23)c1C(=O)N1CCOCC1	i

Bioassay records as filed in PubChem BioAssay.
